Compound activity (PubChem)
WT yeast gro inh: growth inhibition of WT yeast, mitochondrial fusion screen. inhibition, % at 10 µM. mitochondrial fusion phenotypic screen, WT strain. AID 1362. 2.1% of 190,000 active; in the data active = inhibition above about 58%; tested in S. cerevisiae
Myeloid diff 2: myeloid differentiation induction; ER-HoxA9 myeloid progenitors, lysozyme-GFP differentiation, flow cytometry; calls only at 10 µM; 1% of 360,000 active; AID 624256;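 active = normalized GFP-positive differentiation at or above the plate's own cutoff, the solvent-only control mean plus 3 SD; inconclusive = no clear call, values can overlap the other calls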;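 note: cells exposed to compound for four days before flow analysis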
RSV antiviral HEp-2: RSV antiviral activity via CPE protection, HEp-2 cells, primary 10 µM value included (AID 2391). HEp-2 cells, RSV-induced CPE inhibition; higher % means a stronger effect. 0.13% of 310,000 active. one-dose CPE inhibition, % at 10 µM; IC50 in µM for titrated hits; in the data active = a potency from the dose series; inconclusive = CPE inhibition mostly from about 23% at the one dose, without a potency; inactive = the rest, 99 in 100 with CPE inhibition below about 21%; note: strong numbers were not always called active
SIAH1 antagonists: blockers of Siah-1 interaction with plectin peptide – biochemical, fluorescence polarization, rhodamine-plectin, uHTS, primary screen (AID 1817) | Siah-1 / rhodamine-plectin peptide fluorescence polarization; higher % means a stronger effect | one-dose displacement, % at 20 µM; IC50 in µM for titrated hits | 0.02% of 290,000 active;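 active = displacement of at least 50% at 20 µM, with a fluorescence ratio check between 0.3 and a set limit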;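 note: plate controls were Siah plus tracer with DMSO for no effect and tracer alone without Siah for full effect; strong numbers were not always called active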
TNAP activators: human TNAP enzyme activators, primary screen, biochemical, luminescent, no phosphate acceptor, uHTS (AID 1001) | purified TNAP, luminescent activation assay, no phosphate acceptor; higher activation fold means a stronger effect | one-dose activation fold at 20 µM; EC50 in µM for titrated hits | 0.03% of 200,000 active; in the data active = activation fold from about 3, or a potency from the dose series; inactive = the rest, 99 in 100 with activation fold below about 1.6; note: many of its hits are not listed in these tables
PMI inhibition: MPI inhibition at elevated mannose 6-phosphate – biochemical, fluorescence intensity, high mannose 6-phosphate, primary screen (AID 1220); recombinant PMI enzyme, coupled fluorescence intensity; higher % means a stronger effect; one-dose inhibition, % at 20 µM; IC50 in µM for titrated hits; 0.66% of 190,000 active
PhoP inhibition: PhoP-dependent GFP reporter repression – Salmonella Typhimurium, primary screen (AID 1863) | S. Typhimurium PhoP-regulated promoter GFP reporter, 4 h; higher % means a stronger effect | 0.16% of 300,000 active | inhibition, % at 50 µM; hits with a dose series show IC50 in µM;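 active = inhibition over 29.93%, a cutoff 3 SD above the screen mean, later confirmed by dose response; inconclusive = inhibition over 29.93% but no dose response follow-up; inactive = inhibition at most 29.93% or unconfirmed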;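 note: 0% = low Mg2+ inducing control and 100% = high Mg2+ repressing control; strong numbers were not always called active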
human PMI inhibition: inhibitors of human PMI, primary screen, biochemical, fluorescence intensity, coupled assay (AID 1209) | one-dose inhibition, % at 20 µM; IC50 in µM for titrated hits | 0.42% of 190,000 active | purified PMI enzyme, coupled fluorescence intensity; higher % means a stronger effect;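 note: plate controls were DMSO vehicle for no effect and wells lacking substrate for full effect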
XIAP antagonists: small molecules displacing peptide from XIAP – biochemical, IAP family, fluorescence polarization (AID 1018); XIAP BIR domain, fluorescence polarization peptide displacement; higher % means a stronger effect; displacement, % at 20 µM, or IC50 in µM where a hit was titrated; 0.007% of 200,000 active; in the data active = displacement above about 50%; note: a part of the inactive calls stands beside numbers as strong as those of hits
WT yeast gro inh mutant strain: also measured in WT yeast gro inh; calls as there; inhibition, %; mitochondrial fusion phenotypic screen, mutant strain inhibition
Myeloid diff 2 GFP+ MAC1+ %: further read-out of Myeloid diff 2, marked with its call; GFP+ MAC1+ double positive, %; measured here: differentiation confirmed by MAC1 staining
Starred values were filed as active, the others as inactive; i = inactive; ? = inconclusive; . = no result given. Cut-off read from the data, not from the text of the source, unless noted: active = inhibition above about 50%; inactive = the rest. The order is random (roughly 3.1% active in at least one column).

SMILES	WT yeast gro inh	WT yeast gro inh mutant strain	Myeloid diff 2	Myeloid diff 2 GFP+ MAC1+ %	RSV antiviral HEp-2	SIAH1 antagonists	TNAP activators	PMI inhibition	PhoP inhibition	human PMI inhibition	XIAP antagonists
COc1cc(/C=N/NC(=O)c2cccnc2)ccc1OC(=O)c1ccc2c(c1)OCO2	-1	19	i	0.5	1.0%	1%	1.1	9%	16%	0%	-3.2%
O=C(NCC1CCCO1)c1cnn2c(C(F)F)cc(C3CC3)nc12 (stereo not given)	.	.	i	1.2	0.9%	-5%	.	.	3%	.	.
COc1nsnc1N1CCOCC1	12	-24	i	0.1	0.2%	-1%	1.1	-11%	14%	-12%	-2.1%
CCOC(=O)N1CCN(C2CCCN(C(=O)c3ccccc3N(C)C)C2)CC1 (stereo not given)	.	.	i	1.1	-0.5%	1%	.	.	4%	.	.
Cc1ccccc1N=C1N=C(N)c2ccccc21	-8	0	i	0.1	1.9%	2%	1.2	11%	24%	13%	-2.6%
COc1ccccc1C(=O)NC(=O)Nc1cccc(Cl)c1	.	.	i	0.2	4.2%	-3%	.	.	5%	.	.
Cc1cccc(NC(=O)C2CCCN(S(=O)(=O)c3ccc(-n4cnnn4)cc3)C2)c1 (stereo not given)	.	.	i	0.4	3.1%	2%	.	.	-4%	.	.
Cc1ccccc1NC(=O)C1CC(=O)N(c2ccccc2F)C1 (stereo not given)	-2	4	i	1.0	2.6%	-2%	1.1	20%	14%	16%	-2.8%
COc1ccc(CCN(C)Cc2ccc(OC)c(OCc3ccccc3)c2)cc1OC	-7	-5	i	3.4	-0.8%	4%	1.1	-6%	-4%	20%	-2.3%
CN(C)c1ccc(C=NCCc2ccc(S(N)(=O)=O)cc2)cc1	-4	-13	i	0.6	1.1%	9%	1.1	4%	4%	-5%	-4.4%
COc1ccc(C(C)=O)cc1CSc1nnc(-c2ccccc2O)n1-c1ccccc1	25	-7	i	1.0	0.7%	-4%	1	-4%	-5%	1%	-6.0%
NC(N)=Nc1nc2ccc([N+](=O)[O-])cc2[nH]1	.	.	i	0.6	3.0%	0%	.	.	6%	.	.
Cc1ccc(NS(=O)(=O)c2ccc(OCC(=O)NCc3ccccn3)cc2)cc1	.	.	i	1.4	0.7%	-2%	.	.	5%	.	.
COC(=O)CCCC1=CC2=CC(=O)C(C)(OC(=O)c3cccs3)C(=O)C2=CN1CCCCO (stereo not given)	.	.	i	0.5	0.1%	0%	.	.	-5%	.	.
CCCOC(=O)c1cc2ccccc2oc1=O	10	20	i	1.7	4.9%	1%	1	-6%	8%	-13%	-1.9%
CCCN1CNC(=S)N(c2cccc(C)c2C)C1	-13	93	i	1.0	-0.7%	1%	1.1	-8%	5%	-4%	-2.1%
O=C(CC1SC2=NCCN2C1=O)Nc1ccc(Cl)cc1 (stereo not given)	9	14	i	1.8	-0.3%	2%	1.1	5%	-4%	9%	2.8%
CCOC(=O)N1CCC2(O)CCCCC2C1c1ccc(F)cc1 (stereo not given)	1	1	i	0.8	2.6%	4%	1	-3%	7%	3%	-12%
COc1ccc(OC)c(-n2c(=S)[nH]c3c(sc(=S)n3-c3ccccc3)c2=O)c1	4	1	i	0.4	2.9%	2%	1.1	9%	-7%	10%	-1.6%
COc1cccc(OCc2cc(C(=O)N(C)CCC3CCCCO3)no2)c1 (stereo not given)	.	.	i	0.8	1.1%	-5%	.	.	6%	.	.
O=C(CN1CCc2ccccc2C1)NC1CCCC1	5	1	i	0.4	1.4%	1%	1.1	-6%	-6%	-1%	-1.1%
COC(=O)CSc1nc(NCc2ccccc2)nc(N(C)C)n1	-5	-10	i	0.7	-1.1%	-2%	1.1	-8%	0%	-5%	3.1%
Cc1cc(Nc2ccc(Cl)cc2)n(-c2cccc(Cl)c2)n1	-1	-3	i	1.0	2.7%	5%	1	-12%	-5%	3%	-1.8%
CCC(=O)Nc1ccc(C(=O)OCc2ccccc2)cc1	46	15	i	0.4	?	4%	1.1	15%	-8%	11%	-4.4%
CCOC(=O)Cc1csc(NC(=O)CCN2C(=O)c3cccc([N+](=O)[O-])c3C2=O)n1	.	.	i	0.3	0.3%	5%	.	.	6%	.	.
Cn1c(SCC(=O)N2CCOCC2)nc2sc3c(c2c1=O)CCCC3	36	3	i	1.1	1.4%	0%	1.1	12%	-9%	10%	-4.0%
O=C(Nc1ccc(NS(=O)(=O)c2ccccc2)cc1)c1ccccc1	.	.	i	0.4	0.8%	0%	.	.	2%	.	.
O=C(N/N=C/c1ccc[nH]1)c1cc(-c2cccs2)nc2ccccc12	26	18	i	0.1	3.9%	4%	1.1	-18%	-6%	-46%	-9.6%
COc1cc(C(=O)N2C(=O)CCC2=O)cc(OC)c1OC	.	.	i	1.0	1.8%	1%	.	.	9%	.	.
O=C(CN1C(=O)NC2(CCc3ccccc32)C1=O)c1ccc2c(c1)OCCO2 (stereo not given)	-5	6	i	0.2	1.6%	2%	1.1	1%	-6%	5%	-3.6%
COC(=O)C1=C(N)OC2=C(C(=O)CCC2)C1c1ccccc1OC (stereo not given)	.	.	i	0.5	3.7%	-1%	.	.	-1%	.	.
S=C(NCc1cccs1)Nc1ccccc1	-1	3	i	1.2	1.9%	7%	1.1	10%	14%	6%	0.6%
O=C(NC1CCCCC1)NC1CCN(CC(=O)N2CCOCC2)CC1	3	-6	i	0.3	-0.2%	5%	1.2	-10%	3%	-5%	-5.9%
COc1ccc(OC)c(CN2CCC(C(=O)N(C)CCc3ccc(OC)c(OC)c3)CC2)c1	-7	11	i	0.7	-0.2%	2%	1.1	0%	-4%	1%	-11%
NC(=O)C1=C[C@@H](c2ccc(C(F)(F)F)cc2)C[C@@H](OCc2ccc(CO)cc2)O1	1	11	i	2.5	4.0%	11%	1.1	62%*	-2%	30%	-2.3%
CC(C)N1CCC(N2CCN(C/C=C/c3ccc(F)cc3)CC2CCO)CC1 (stereo not given)	3	1	i	0.1	2.1%	12%	1.1	1%	-9%	5%	-1.0%
O=C(COc1ccccc1)Nc1c2c(nn1-c1ccc(F)cc1)CS(=O)(=O)C2	.	.	i	1.6	1.4%	2%	.	.	-5%	.	.
O=S(=O)(Nc1ccc2c(c1)OCCO2)c1cccc2nsnc12	20	9	i	1.2	1.0%	-2%	1.1	4%	15%	12%	0.5%
CCn1ccnc1CN(C)Cc1cn(-c2ccccc2)nc1-c1ccc(OC)cc1F	15	18	i	0.2	1.4%	2%	1	14%	-1%	21%	-6.4%
Cc1nc(SCC(=O)Nn2c(-c3ccccc3)nc3ccccc3c2=O)n[nH]1	0	-19	i	1.5	2.4%	1%	1	11%	-4%	12%	-4.1%

Six structures from above, ordered by number of heavy atoms, smallest number first.
SMILES	WT yeast gro inh	WT yeast gro inh mutant strain	Myeloid diff 2	Myeloid diff 2 GFP+ MAC1+ %	RSV antiviral HEp-2	SIAH1 antagonists	TNAP activators	PMI inhibition	PhoP inhibition	human PMI inhibition	XIAP antagonists
O=S(=O)(Nc1ccc2c(c1)OCCO2)c1cccc2nsnc12	20	9	i	1.2	1.0%	-2%	1.1	4%	15%	12%	0.5%
COC(=O)C1=C(N)OC2=C(C(=O)CCC2)C1c1ccccc1OC (stereo not given)	.	.	i	0.5	3.7%	-1%	.	.	-1%	.	.
O=C(NC1CCCCC1)NC1CCN(CC(=O)N2CCOCC2)CC1	3	-6	i	0.3	-0.2%	5%	1.2	-10%	3%	-5%	-5.9%
CC(C)N1CCC(N2CCN(C/C=C/c3ccc(F)cc3)CC2CCO)CC1 (stereo not given)	3	1	i	0.1	2.1%	12%	1.1	1%	-9%	5%	-1.0%
NC(=O)C1=C[C@@H](c2ccc(C(F)(F)F)cc2)C[C@@H](OCc2ccc(CO)cc2)O1	1	11	i	2.5	4.0%	11%	1.1	62%*	-2%	30%	-2.3%
COc1ccc(OC)c(CN2CCC(C(=O)N(C)CCc3ccc(OC)c(OC)c3)CC2)c1	-7	11	i	0.7	-0.2%	2%	1.1	0%	-4%	1%	-11%

More results:
SMILES	WT yeast gro inh	WT yeast gro inh mutant strain	Myeloid diff 2	Myeloid diff 2 GFP+ MAC1+ %	RSV antiviral HEp-2	SIAH1 antagonists	TNAP activators	PMI inhibition	PhoP inhibition	human PMI inhibition	XIAP antagonists
Cc1[nH]n(-c2ccccc2)c(=O)c1/C=N/N(C)c1ccccc1	-10	-3	i	0.3	0.1%	7%	1	13%	-9%	-13%	-1.7%
O=C(Nc1cc(Cl)ccc1Cl)C1CC(=O)N(c2ccccc2)C1 (stereo not given)	-4	-9	i	0.9	2.9%	7%	1.2	0%	5%	0%	-2.1%
O=C(CCn1cccc1)Nc1nccs1	-4	-2	i	0.8	3.0%	1%	1.1	-8%	-1%	-3%	-2.1%
COC(=O)CSc1nnc(-c2ccc3c(c2)OCO3)n1C	16	14	i	0.6	1.4%	10%	0.9	-14%	12%	-22%	-1.2%
COc1cc(/C=C/C(=O)OCC(=O)NC(=O)NC(C)C)cc(OC)c1OC	-5	-19	i	0.2	0.6%	-2%	1	5%	2%	5%	-6.2%
CC(C)c1ccc(C2c3[nH]c4ccccc4c3C[C@H]3C(=O)N(c4ccccc4C(=O)N4CCC[C@H]4C(=O)O)C(=O)N23)cc1 (stereo not given in full)	.	.	i	3.4	15%	-1%	.	.	-9%	.	.
COc1ccccc1C(=O)NCCC(=O)NCCc1ccccc1	.	.	i	3.4	1.8%	5%	.	.	-2%	.	.
Cc1cccc(N2C(=O)CS/C2=N\NC(=O)c2cccnc2)c1C	-9	4	i	0.3	0.5%	3%	1	.	-7%	.	-0.7%
COCCNC(=O)C(OC(=O)c1cc2oc(C)cc2n1C)C(C)C (stereo not given)	8	-4	i	0.8	2.9%	-3%	1.1	3%	-2%	8%	-6.1%
OC(COc1ccc(Cl)cc1Cl)CN1CCc2ccccc2C1 (stereo not given)	.	.	i	0.4	0.7%	-2%	.	.	-8%	.	.

2 entries from above, in CSV form.
canonical_smiles,WT yeast gro inh,WT yeast gro inh mutant strain,Myeloid diff 2,Myeloid diff 2 GFP+ MAC1+ %,RSV antiviral HEp-2,SIAH1 antagonists,TNAP activators,PMI inhibition,PhoP inhibition,human PMI inhibition,XIAP antagonists
O=C(Nc1cc(Cl)ccc1Cl)C1CC(=O)N(c2ccccc2)C1 (stereo not given),-4,-9,i,0.9,2.9%,7%,1.2,0%,5%,0%,-2.1%
O=C(CCn1cccc1)Nc1nccs1,-4,-2,i,0.8,3.0%,1%,1.1,-8%,-1%,-3%,-2.1%

Carrying on:
SMILES	WT yeast gro inh	WT yeast gro inh mutant strain	Myeloid diff 2	Myeloid diff 2 GFP+ MAC1+ %	RSV antiviral HEp-2	SIAH1 antagonists	TNAP activators	PMI inhibition	PhoP inhibition	human PMI inhibition	XIAP antagonists
COc1cc(Cl)ccc1OCc1cc(C(=O)N(C)Cc2cccc3cnccc23)no1	.	.	i	0.4	0.0%	-4%	.	.	8%	.	.
O=C(OCC#Cc1c(COC(=O)c2ccccc2)nnn1Cc1ccccc1)c1ccccc1	.	.	i	1.9	3.4%	3%	.	.	7%	.	.
CC(C)c1onc(C(=O)N2CCCCC2)c1[N+](=O)[O-]	-6	-18	i	0.7	1.8%	1%	1.2	0%	2%	10%	-4.9%
CCCS(=O)(=O)c1c(S(=O)(=O)CCC)c2ccccn2c1C(=O)OC	1	16	i	1.1	2.6%	2%	1	-12%	-1%	-2%	-4.6%
